NadD block: inhibitors of S. aureus NadD, primary screen, biochemical, colorimetric, uHTS; AID 602399, 2012; hit rate 0.78% among 360,000; inhibition, % at 20 µM; Nicotinate-nucleotide adenylyltransferase NadD (Staphylococcus aureus N315); purified NadD enzyme, colorimetric absorbance read-out; in the data active means inhibition above about 26%; further: some compounds past the cut are filed as inactive
Scp-1 inhibitor: Scp-1 phosphatase inhibitors, primary screen, biochemical, colorimetric, uHTS; Carboxy-terminal domain RNA polymerase II polypeptide A small phosphatase 1 (Homo …; Recombinant Scp1, phosphopeptide, malachite green phosphate absorbance; inhibition, % at 20 µM; hit rate 0.88% among 340,000; AID 493091, 2011;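 active means inhibition above about 50% at 20 µM, limit read from the data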;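 further: plate controls were DMSO wells with enzyme for no effect and wells lacking enzyme for full effect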
Target sequence (Q9GZU7 76-261 limits assumed): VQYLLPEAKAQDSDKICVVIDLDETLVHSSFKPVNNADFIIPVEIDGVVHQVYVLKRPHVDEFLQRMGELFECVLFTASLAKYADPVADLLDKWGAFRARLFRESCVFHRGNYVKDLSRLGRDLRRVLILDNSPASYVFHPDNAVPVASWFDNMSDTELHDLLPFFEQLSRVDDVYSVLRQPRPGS
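Test system: SCP-1 phosphatase catalytic domain, residues 76-261 | Compound dosing: One concentration, 20 µM, with 1.0% DMSO | Schedule: 45 min room-temperature reaction, 5 min colour, 30 min stabiliser | Detection: Absorbance at 630 nm | Read-out basis: % inhibition of SCP-1 phosphate liberation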
DNMT1 inh: human DNMT1 methyltransferase inhibitors, primary screen, biochemical, molecular beacon, fluorescence, HinP1I cleavage, uHTS; inhibition (reported as % activation of signal), % at 10 µM; AID 588458, 2011; hit rate 0.83% among 360,000; in the data active means inhibition above about 50%
Rpn11 inh: Rpn11 (PSMD14) deubiquitinase inhibitors, primary screen, biochemical, fluorescence polarization, uHTS; AID 588493, 2011; hit rate 0.59% among 360,000; calls only at 20 µM; human 26S proteasome, Ub4-pepOG fluorescence polarization; 20S core pre-blocked with epoxomicin;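 active means inhibition at 20 µM, scaled to each plate's controls, above about 33%, limit read from the data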
Target sequence (O00487 whole entry, looked up): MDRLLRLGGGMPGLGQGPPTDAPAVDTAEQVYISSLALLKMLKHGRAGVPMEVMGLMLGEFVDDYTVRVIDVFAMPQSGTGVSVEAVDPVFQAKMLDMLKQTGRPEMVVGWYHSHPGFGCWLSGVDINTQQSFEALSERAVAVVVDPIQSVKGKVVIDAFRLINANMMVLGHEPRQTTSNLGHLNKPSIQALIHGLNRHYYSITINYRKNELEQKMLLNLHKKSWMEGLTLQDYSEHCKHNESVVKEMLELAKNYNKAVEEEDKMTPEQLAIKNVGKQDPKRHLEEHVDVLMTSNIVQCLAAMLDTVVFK
LMPTP inh: LMPTP phosphatase inhibitors, primary screen, biochemical, fluorescence intensity, uHTS; recombinant LMPTP-A, OMFP fluorogenic substrate; inhibition, % at 20 µM; hit rate 0.22% among 360,000;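 active means compounds that cut the enzyme signal by at least half of the control window in the single-dose screen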;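 further: plate controls were DMSO wells with enzyme plus substrate for no effect and substrate without enzyme for full effect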
Target sequence (P24666 whole entry, looked up): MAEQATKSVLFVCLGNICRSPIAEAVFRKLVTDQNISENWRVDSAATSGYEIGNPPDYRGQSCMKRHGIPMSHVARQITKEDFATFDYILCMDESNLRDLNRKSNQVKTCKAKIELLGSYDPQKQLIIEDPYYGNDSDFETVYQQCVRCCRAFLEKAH
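Material: LMPTP-A; amount: 0.625 nM enzyme; doses: single 20 µM dose; times: reaction 50 min, room temperature, dark; technique: fluorescence intensity of OMFP turnover product; benchmarks: no-enzyme and uninhibited controls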
CSN inh: inhibitors of CSN-mediated cullin deneddylation, primary screen, biochemical, fluorescence polarization, uHTS. Purified CSN, SCF-Nedd8-OG deneddylation. inhibition, % at 12.5 µM. hit rate 0.38% among 360,000. AID 651999, 2013;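 active means pattern-corrected inhibition above about 35%, with an unprinted fluorescence ratio check between 0.5 and 1.5, limit read from the data, passing the limit was not always enough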;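 further: 0% = enzyme with substrate and 100% = substrate without enzyme; some results filed as inactive read as strong as hits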
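Schedule: reaction 90 min, room temperature / Assay system: HEK293T-derived human Csn5 enzyme / Input: Csn5 at 0.24 nM final / Measure: inhibition of Csn5 cleavage, % / Control set: substrate-only high control, full reaction low control / Technique: fluorescence polarization of the substrate / Buffer or medium: Tris/NaCl/DTT buffer, pH 7.5 / Reagent: SCFSkp2-Nedd8OG substrate at 10 nM final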
Tb MetRS inh: T. brucei MetRS inhibitors, primary screen, biochemical, luminescence | inhibition, % at 11.9 µM | AID 624268, 2012 | purified T. brucei MetRS, ATP depletion, Kinase-Glo luminescence | hit rate 0.4% among 360,000 | methionyl-tRNA synthetase (Trypanosoma brucei brucei);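 active means inhibition above a per-plate cutoff of the control wells' mean inhibition plus 3 SD, cut at about 5.5% in these data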;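 further: 0% = DMSO wells median and 100% = median of wells with control inhibitor compound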
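Assay system: T. brucei methionyl-tRNA synthetase, purified | Medium: HEPES buffer with MgCl2, KCl, DTT, spermine, BSA, pyrophosphatase | Compound: 11.9 µM single point | Incubation: 15 min enzyme-compound preincubation, 2 h reaction, 10 min detection, 25 °C | Measured by: Kinase-Glo luciferase luminescence reporting remaining unconsumed ATP | Measure: % inhibition normalized to control-well medians | Replication: Singlicate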
STEP block: STEP phosphatase inhibitors, primary screen, biochemical, fluorescence intensity, uHTS | recombinant STEP, OMFP fluorogenic substrate | inhibition, % at 20 µM | hit rate 0.25% among 360,000 | AID 588621, 2011;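 active means inhibition at 20 µM, scaled per plate between control wells, above about 37%, limit read from the data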;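 further: 0% = DMSO with enzyme and substrate and 100% = substrate only without enzyme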
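Also added – OMFP at 25 µM · Test system – STEP tyrosine phosphatase · Technique – FITC-channel fluorescence of OMFP product · Schedule – 20 min at room temperature, dark · Evaluation – control-normalized % inhibition with plate pattern correction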
MsrA inhibitor: bovine MsrA enzyme inhibitors, primary screen, biochemical, absorbance, HTS | inhibition, % at 15.5 µM | hit rate 0.75% among 360,000 | Methionine sulfoxide reductase A (Bos taurus) | purified bovine MsrA, absorbance read-out; in the data active means inhibition above about 4.5%;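 further: 0% = vehicle wells with enzyme and 100% = reference inhibitor wells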
SUMO1 PPI mod: modulators of SUMO1 protein-protein interactions, primary screen, biochemical, uHTS; SUMO1 binding to a labelled peptide, TR-FRET, 1 h; Small ubiquitin-related modifier 1 (Homo sapiens), P63165; hit rate 0.33% among 360,000; AID 602429, 2012; inhibition, % at 20 µM; in the data active means inhibition above about 37%
Target sequence (P63165 whole entry, looked up): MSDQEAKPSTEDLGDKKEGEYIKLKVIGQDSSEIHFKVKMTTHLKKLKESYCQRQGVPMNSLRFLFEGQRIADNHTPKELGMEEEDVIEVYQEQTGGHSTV
* marks the source's active call; other numbers are inactive results; i = inactive; · = not tested or not shown; + = active, no number.

SMILES | NadD block | Scp-1 inhibitor | DNMT1 inh | Rpn11 inh | LMPTP inh | CSN inh | Tb MetRS inh | STEP block | MsrA inhibitor | SUMO1 PPI mod
Cc1ccc(NS(=O)(=O)c2ccc(NC(=O)CSc3ccc(Cl)cc3)cc2)c(C)c1 | 4.5 | -9.7 | -13.4 | i | 6.9 | 3.6 | 0.8 | -1.1 | 1.1 | 2.8
CCN1CCN(C(=O)Cn2c(=O)sc3ccccc32)CC1 | -0.5 | 1.6 | 2.2 | i | -0.4 | -2.7 | -0.1 | -3.1 | 0.3 | -0.5
Nc1nc(-c2ccccc2Br)cs1 | -3.3 | 5.5 | -5.6 | i | -0.1 | 0.1 | -2.1 | 0.2 | 0.9 | -4.4
CCc1nnc(NC(=O)c2ccc(-c3ccc(C(C)=O)cc3)o2)s1 | 1.4 | 2.3 | 6.0 | i | 0.2 | -2.6 | -0.8 | 1.3 | 1.4 | -23.2
COc1cccc(C(=O)Nc2cccc(-c3ccc(N4CCOCC4)nn3)c2)c1 | 2.9 | -1.9 | 0.6 | i | 3.0 | -0.8 | -0.5 | 1.2 | -0.6 | 1.0
CSc1nccc(NC(=O)c2ccc(C(C)(C)C)cc2)n1 | -4.3 | -4.2 | -0.5 | i | 2.6 | -1.8 | -0.3 | 4.0 | 0.7 | 4.8
COc1ccccc1CNC(=O)c1cn(C)c2ccc(S(=O)(=O)N3CCCC3)cc2c1=O | -7.9 | -14.6 | -1.8 | i | 3.2 | 20.0 | 0.1 | 1.3 | -1.0 | -1.9
COc1ccc(N=Nc2c(N)nn(C)c2N)cc1 | -3.9 | -6.8 | 1.1 | i | 1.6 | 9.4 | -0.5 | -2.2 | 3.4 | -37.9
O=S(=O)(N/N=C/c1ccc2c(c1)OCO2)c1ccc(Br)cc1 | -3.5 | -7.6 | 1.1 | i | 1.6 | 0.2 | 1.0 | -1.5 | 0.9 | -0.2
COc1ccc(Nc2nc(C)nc3sc4c(c23)CCC4)cc1O | -3.2 | -8.4 | -5.0 | i | 2.1 | -5.5 | 0.4 | 2.5 | 0.7 | -0.1
Cc1cc(OCC(=O)Nc2ncn[nH]2)ccc1Cl | 0.3 | 9.3 | -0.8 | i | -1.1 | 6.3 | -0.6 | 0.6 | 1.3 | 1.9
CC(=O)c1cccc(NC(=O)COc2ccc3oc(=O)cc(C)c3c2)c1 | -7.4 | 1.4 | 0.7 | i | 0.6 | 2.4 | -2.1 | -2.2 | 1.1 | 6.9
COCCNC(=O)c1cccc(OC2CCN(Cc3cccc(SC)c3)CC2)c1 | -6.1 | -7.3 | 3.6 | i | 0.0 | -2.7 | -0.6 | -1.8 | 1.0 | -0.1
C/C(=C\C(=O)C(F)(F)F)Nc1ccc(C)cc1 | 2.3 | -1.4 | 4.3 | i | -1.0 | -6.1 | -0.2 | -1.1 | 0.4 | 0.9
CC1(C(=O)NCCc2c[nH]c3ccccc23)CCN1Cc1csc2ccccc12 (centres undefined) | -4.3 | · | -3.7 | i | -0.5 | 0.8 | 0.1 | 3.1 | -1.0 | 3.7
CC(=O)c1cccc(NC(=O)c2ccoc2C)c1 | -1.0 | 7.3 | 0.4 | i | 2.7 | -0.9 | -1.4 | -0.8 | 0.7 | 2.0
Cc1[nH]nc2c1C(=O)CCC2 | -2.4 | -11.9 | 1.6 | i | -1.9 | -0.9 | -0.8 | 0.9 | -0.8 | -0.6
COC(=O)C1=C(C(=O)OC)C2(OC1c1ccccc1C)C(=O)c1ccccc1C2=O (centres undefined) | -11.2 | 56.4* | -1.8 | i | 1.7 | 2.9 | -0.3 | 1.5 | 0.0 | -4.9
CC(C)CN(C(=O)COC(=O)Cc1ccc(Cl)cc1)c1c(N)n(Cc2ccccc2)c(=O)[nH]c1=O | -1.6 | -7.6 | 0.2 | i | -0.5 | -2.7 | -0.3 | -0.2 | 0.1 | -2.2
Cc1sc2ncn(CC(=O)NCC(=O)N3CCN(c4ccccc4F)CC3)c(=O)c2c1C | -2.3 | -5.2 | 1.6 | i | -0.7 | -1.7 | -0.5 | -2.1 | 0.9 | -3.9
COc1cc(/C=N/n2c(-c3cc(C)[nH]n3)n[nH]c2=S)ccc1O | 0.3 | -5.4 | 0.2 | i | -0.2 | 0.2 | -0.5 | 1.7 | 2.2 | -4.5
CCn1c(CCC(=O)O)nc2cc(S(=O)(=O)N3CCOCC3)ccc21 | 2.0 | -12.4 | 0.5 | i | 0.3 | -4.6 | 0.0 | -3.8 | -0.9 | 1.5
CN(CC(=O)Nc1cc(S(=O)(=O)N2CCCC2)ccc1Cl)Cc1nc2ccccc2c(=O)[nH]1 | -0.7 | 0.5 | 3.3 | i | -0.7 | 0.1 | -0.4 | -0.2 | -0.3 | -0.6
COc1ccccc1CNc1ncnc2sccc12 | -8.1 | -7.7 | 0.7 | i | 0.0 | -0.3 | -0.8 | 4.4 | -2.0 | 2.9
c1ccc(CCNc2ccccn2)nc1 | -0.1 | 1.1 | 3.3 | i | 1.2 | -1.1 | -0.3 | 3.4 | 0.2 | 4.2
SMILES | NadD block | Scp-1 inhibitor | DNMT1 inh | Rpn11 inh | LMPTP inh | CSN inh | Tb MetRS inh | STEP block | MsrA inhibitor | SUMO1 PPI mod
Cc1cc(C)c(S(=O)(=O)NCc2cn3c(C)csc3n2)c(C)c1 | -0.1 | -3.1 | 3.0 | i | -0.3 | -2.8 | -0.6 | 16.2 | 0.2 | -0.5
CCOC(=O)c1cc(-c2ccccc2)sc1NC(=O)C(C)N1C(=O)c2ccccc2C1=O (centres undefined) | 7.7 | -8.9 | -2.7 | i | 2.3 | 0.8 | -0.3 | 1.4 | -0.9 | -0.3
Cc1ccc(OCCN2C(=O)CSC2=O)cc1 | 1.2 | -11.2 | 9.3 | i | -0.2 | -0.6 | 0.4 | -2.3 | 0.3 | 0.2
Cc1nc(N2CCN(Cc3ccccc3)CC2)nc2c1C(=O)CCC2 | -3.2 | -6.7 | -0.4 | i | -1.1 | 2.3 | 0.2 | 3.0 | -0.4 | -3.3
CN(C1CCCCC1)S(=O)(=O)c1cc2c(cc1Cl)NC(=O)CO2 | 3.5 | 2.7 | 3.8 | i | 1.2 | 0.8 | -0.5 | -1.0 | -0.4 | 2.4
Cc1ccccc1OCCn1c(=S)[nH]c2c(N)ncnc21 | 9.3 | -7.0 | 1.7 | i | -8.6 | 1.5 | 0.3 | -0.6 | -1.9 | -10.6
COc1ccccc1NC(=O)CN1CCN(CC(=O)Nc2ccc(C)c(F)c2)CC1 | -1.0 | -12.3 | -1.6 | i | -0.8 | 3.1 | -0.1 | -3.9 | -0.7 | 3.9
CCN1C(=O)/C(=C/c2c(C)nn(C)c2C)SC1=S | 0.5 | 0.5 | -2.8 | + | -0.1 | 10.0 | -0.1 | 1.9 | · | -25.9
CSc1ncccc1C(=O)OCC(=O)NCc1ccccc1 | -5.9 | -5.2 | 1.5 | i | -0.4 | -7.2 | -0.2 | -3.4 | -0.2 | -1.4
O=C(c1cc(COc2ccc(F)cc2Cl)on1)N1CC[C@@H]2CCCC[C@H]2C1 | 5.5 | -12.6 | 0.6 | i | 4.4 | 7.3 | -0.5 | -1.9 | -1.3 | 6.0
O=C1OCCN1C(=O)[C@H]1[C@H](c2ccccc2)C(c2ccccc2)=NN1c1ccc(Br)cc1 | 13.5 | -6.6 | -15.1 | i | 4.1 | 0.0 | -1.1 | -0.9 | 2.6 | -7.0
CCc1nnc(NC(=O)CSc2nc3cc(OC)ccc3cc2C)s1 | 1.4 | -2.9 | -2.2 | i | 2.6 | -10.3 | -0.1 | 1.8 | 1.4 | 5.2
O=C(N/N=C/c1ccccn1)c1ccc2nc[nH]c2c1 | -5.2 | -3.6 | -0.5 | i | -2.3 | 1.4 | -0.4 | 0.2 | 1.0 | -8.5
CC(C)CCN1CCN(Cc2cnc(N3CCCC3)s2)CC1CCO (centres undefined) | -1.2 | -6.5 | -2.1 | i | -1.2 | -10.0 | -0.8 | 1.7 | 0.2 | -0.9
CC(=O)c1cn(C)c(=O)[nH]c1=O | 2.9 | -2.9 | -0.1 | i | -1.5 | -1.5 | -0.6 | -3.7 | 0.2 | -1.0
CCOC(=O)CNC(=O)CSc1nnc(NC(=O)c2ccc(C)cc2)s1 | -2.6 | -7.4 | 2.9 | i | -1.7 | 0.1 | -0.9 | -3.6 | -0.3 | -0.3
Cc1ccc(NC(=O)COC(=O)CCC2CCCC2)cc1S(=O)(=O)N1CCOCC1 | -7.3 | -15.3 | -3.1 | i | 1.0 | 1.9 | -0.4 | 1.5 | 0.0 | 4.7
COc1cccc(NC(=O)CN(C)C(=O)c2cc(-c3ccccc3)nc3ccccc23)c1 | -3.9 | -1.9 | -3.1 | i | 0.8 | 0.4 | 0.0 | -1.7 | 1.1 | -5.4
CC(C)Oc1cccc(C(=O)C2CCCN(C(=O)c3ccc4c(c3)OCO4)C2)c1 (centres undefined) | -5.5 | -3.4 | 3.1 | i | -0.7 | 3.7 | -0.4 | 2.3 | 0.0 | 4.1
Clc1cccc(CN2CCN(c3nc4nonc4nc3NC3CC3)CC2)c1 | 2.3 | -4.0 | 0.0 | i | 0.5 | -6.7 | -1.0 | -0.9 | 1.9 | -13.2

Entries listed above that bear a hit mark in Rpn11 inh.
Structure | NadD block | Scp-1 inhibitor | DNMT1 inh | Rpn11 inh | LMPTP inh | CSN inh | MsrA inhibitor | SUMO1 PPI mod
CCN1C(=O)/C(=C/c2c(C)nn(C)c2C)SC1=S | 0.5 | 0.5 | -2.8 | + | -0.1 | 10.0 | · | -25.9

Source: PubChem BioAssay (several laboratories)
